ARNT TACC3 PPI: ARNT/TACC3 interaction disruption; hit rate 0.66% among 390,000; AID 623870; AlphaScreen His-ARNT PAS-B/GST-TACC3 binding, luminescence; TACC3 fragment carries E629A point mutation; Q9Y6A5; inhibition, % at 9.99 µM;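 active means mean inhibition of replicates at least 50% and at least half of replicates each reaching 50%; inconclusive means half or more replicates reach 50% but mean below 50%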;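 further: 0% = complete ARNT plus TACC3 wells and 100% = ARNT alone without TACC3; many hits fall short of the cut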
Casp6 inh: caspase-6 (human) enzyme inhibition | purified caspase-6, Z-VEID-R110 cleavage fluorescence | inhibition, % at 12.5 µM | hit rate 0.53% among 350,000 | AID 686996;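 active means mean inhibition across replicates at least about 35%, with every replicate also reaching that limit, limit read from the data; inconclusive means only one of the two criteria met; inactive means neither criterion met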;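 further: 0% = median of neutral control wells and 100% = no fluorescence left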
ERp5 block: blocks human ERp5 reductase activity on insulin | ERp5 insulin aggregation, absorbance 650 nm, 90 min | hit rate 0.05% among 350,000 | inhibition, % at 9.99 µM;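 active means mean replicate inhibition above about 25%, with every replicate also reaching it, limit read from the data, passing the limit was not always enough; inconclusive means only one of those two criteria met; inactive means neither criterion met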
Target sequence (Q15084 whole entry, looked up): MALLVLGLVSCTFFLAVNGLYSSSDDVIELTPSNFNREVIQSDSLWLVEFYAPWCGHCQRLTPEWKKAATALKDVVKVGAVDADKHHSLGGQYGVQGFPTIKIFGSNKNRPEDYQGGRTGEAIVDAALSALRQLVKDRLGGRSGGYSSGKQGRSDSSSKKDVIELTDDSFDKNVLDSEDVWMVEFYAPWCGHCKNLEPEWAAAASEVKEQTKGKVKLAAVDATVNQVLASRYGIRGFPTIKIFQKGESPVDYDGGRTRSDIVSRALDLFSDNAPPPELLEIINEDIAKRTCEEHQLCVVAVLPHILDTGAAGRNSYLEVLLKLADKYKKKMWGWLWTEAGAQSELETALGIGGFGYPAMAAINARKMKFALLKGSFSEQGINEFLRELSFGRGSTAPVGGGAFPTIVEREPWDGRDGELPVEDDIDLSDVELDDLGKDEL
PglD DTNB: blocks C. jejuni PglD acetyltransferase activity | hit rate 0.098% among 360,000 | purified PglD enzyme, DTNB colorimetric CoA detection | AID 602405 | inhibition, % at 12.5 µM; in the data active means inhibition above about 16%, passing the limit was not always enough; inconclusive means no clear call, values can overlap the other calls; further: strong numbers were not always called active
RAD54 inh: inhibitors of human RAD54 branch migration; hit rate 0.14% among 360,000; AID 602329; inhibition, % at 10.4 µM; Q92698; RAD54 Holliday junction branch migration, FAM/BHQ fluorescence;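 active means mean normalized replicate activity at least 40 and at least half of replicates scoring 40 or more; inconclusive means only one of the two criteria met; inactive means mean below 40 and under half of replicates reaching 40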;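 further: 0% = median of neutral control wells and 100% = median of positive control wells; inhibitors cause a drop in the FAM fluorescence signal; in these data hits start at about 50%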
RAD52 anneal inh: RAD52 (human) annealing inhibition; hit rate 0.46% among 360,000; P43351; inhibition, % at 18.7 µM; AID 651710; recombinant RAD52 DNA annealing, FRET fluorescence;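 active means every replicate showing at least 50% inhibition; inconclusive means mean inhibition at least 50% but not in every replicate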
Target sequence (P43351 whole entry, looked up): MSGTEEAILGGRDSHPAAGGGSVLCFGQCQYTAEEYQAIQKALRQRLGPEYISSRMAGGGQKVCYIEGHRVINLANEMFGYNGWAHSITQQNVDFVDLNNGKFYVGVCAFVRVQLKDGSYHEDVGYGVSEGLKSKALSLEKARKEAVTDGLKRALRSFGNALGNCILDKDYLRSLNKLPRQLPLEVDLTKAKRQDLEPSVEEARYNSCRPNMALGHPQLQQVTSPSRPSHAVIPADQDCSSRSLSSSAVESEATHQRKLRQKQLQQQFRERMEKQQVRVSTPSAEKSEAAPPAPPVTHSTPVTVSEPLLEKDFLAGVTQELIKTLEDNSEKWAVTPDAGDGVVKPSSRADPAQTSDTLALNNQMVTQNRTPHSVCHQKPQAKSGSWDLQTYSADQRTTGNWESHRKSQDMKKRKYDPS
E-sel inducer: induces E-selectin expression in human endothelial cells. HUVEC E-selectin immunofluorescence imaging; normalized: neutral wells 0, TNF-alpha wells 100. activation, % at 7.58 µM. hit rate 0.37% among 260,000;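 active means mean E-selectin-positive cell signal at least 10% of the positive control, reached in at least 60% of replicates, without over 20% cell loss; inconclusive means no rule given, readout overlaps actives, possibly toxicity-flagged; inactive means the rest, including those meeting only one limit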;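 further: in these data hits start at about 27%; measured in HUVEC primary endothelial cells; signal is the percent of cells scored E-selectin positive by PE staining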
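Test system – human umbilical vein endothelial cells (HUVEC), E-selectin induction · Input – 3,000 HUVEC seeded per well · Buffer or medium – EGM-2, gelatin · Compound dosing – single-point compound dose · Detection – immunofluorescence imaging · Measure – percent E-selectin-positive cells · Controls – TNF-alpha high, DMSO low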
esBAF inh: blocks esBAF chromatin remodeling in mouse ES cells; reporter increase, % at 12.5 µM; hit rate 2% among 350,000; Bmi1-luciferase knock-in reporter, 24 h; 100% = twice the neutral-well signal; in the data active means activation above about 40%; inconclusive means no clear call, values can overlap the other calls;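 further: 0% = median of the plate's neutral control wells and 100% = double that signal; a rise in the Bmi1 reporter signal indicates esBAF inhibition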
Starred values were filed as active, the others as inactive; ? = inconclusive; . = no result given.

SMILES	ARNT TACC3 PPI	Casp6 inh	ERp5 block	PglD DTNB	RAD54 inh	RAD52 anneal inh	E-sel inducer	esBAF inh
COc1ccc(NC(=O)N(C)C[C@H]2OCCCC[C@@H](C)Oc3ccc(NC(=O)Nc4ccc(C(F)(F)F)cc4)cc3C(=O)N([C@H](C)CO)C[C@H]2C)cc1	12.2	1.6	4.1	-0.2	-10.7	49.0	0.9	-3.2
O=[N+]([O-])c1ccc(CNc2cccc(F)c2)s1	4.3	2.1	2.4	-2.8	-0.8	4.9	0.0	-7.5
Cc1ccc(NC(=O)Cn2c(=O)n(Cc3ccco3)c(=N)c3c4c(sc32)COC(C)(C)C4)cc1	-7.3	.	.	-3.3	4.2	.	.	-11.0
COC(=O)[C@@]12CCCCN1[C@H](c1ccc(SC3CCCCC3)cc1)[C@H]1C(=O)N(C)C(=O)[C@H]12	4.3	-3.0	3.9	4.7	-12.0	-33.6	-0.1	13.0
O=C(CN1C(=O)S/C(=C/c2cccs2)C1=O)N1CCCC1	-1.9	4.6	-0.6	4.6	1.4	7.1	.	9.4
Cc1c(NC(=O)Nc2ccc([N+](=O)[O-])cc2)c(=O)n(-c2ccccc2)n1C	-3.5	-3.2	-5.5	-5.0	-3.0	-7.4	-0.1	-3.5
O=C(NCc1ccco1)c1nc2nc(-c3cccs3)cc(C(F)(F)F)n2n1	3.7	.	.	0.1	-9.9	.	.	1.1
Cc1ccc(C(=O)NC(=O)OCCn2c(C)cnc2[N+](=O)[O-])cc1	-12.0	-10.9	0.8	.	.	-6.0	1.1	.
CN1CCN(S(=O)(=O)c2cc(C(F)(F)F)ccc2Cl)CC1	-8.8	-0.7	0.9	3.2	-15.3	-6.8	0.7	11.6
CC(=O)c1ccc(NC(=O)CC2Nc3cccc4cccc(c34)NC2=O)cc1 (stereo not given)	0.2	8.8	-1.6	.	.	6.7	.	.
CO[C@@H]1CN(C)C(=O)c2cc(NC(=O)NC3CCCCC3)ccc2OC[C@@H](C)N(C(C)=O)C[C@@H]1C	-4.0	-1.3	-2.7	0.4	-0.1	0.9	-0.2	-1.9
Cc1cccc(-c2ccccc2[C@H]2[C@@H](C#N)N(c3ncc(-c4ccccc4)s3)[C@@H]2CO)c1	.	-1.6	0.6	.	.	-2.4	0.0	.
COC(=O)C1=NN(c2cccc3ccccc23)C2C(=O)N(c3ccccc3OC)C(=O)C12 (stereo not given)	.	-0.8	-1.7	6.5	3.0	-10.0	.	.
COc1ccc(-c2oc3c(c2C(=O)OCCCO)C(OCCCCCO)CCC3)cc1 (stereo not given)	.	0.9	3.3	.	.	-8.3	0.2	.
Cc1nccn1-c1ccc(NC(=O)[C@@H](Cc2ccccc2)NC(=O)[C@H]2O[C@@H](n3ccc(=O)[nH]c3=O)[C@H](O)[C@@H]2O)cc1	.	-2.3	2.4	.	.	9.1	-0.1	.
CN1C(=O)CC(N2CCN(c3ccc(Cl)c(Cl)c3)CC2)C1=O (stereo not given)	5.0	.	.	-1.4	-4.3	.	.	-7.0
CC(=O)Nc1ccc(NC(=O)COc2ncnc3ccccc23)cc1	3.5	-1.8	-1.4	.	.	-8.5	.	-3.9
C[C@@H]1CN([C@@H](C)CO)C(=O)c2cc(-c3cccc(C#N)c3)cnc2O[C@@H]1CN(C)C(=O)c1cnccn1	-14.9	-2.1	-1.9	-0.2	-5.0	-9.8	-0.5	-5.7
Cc1cc(NC(=O)CS(=O)(=O)c2cn(Cc3cccc(C(F)(F)F)c3)c3ccccc23)no1	.	-1.4	-5.4	2.2	-3.6	-8.2	.	11.3
Cc1ccc(C)c(S(=O)(=O)N2CCCC2CNC(=O)C(=O)NCc2ccccn2)c1 (stereo not given)	7.5	6.5	-12.8	.	.	-8.5	.	.
CCCN(CC(=O)Nc1ccc(OC)c(OC)c1)CC(=O)Nc1ccc(F)c(F)c1F	-1.3	-0.6	20.9	.	.	-9.3	8.3	.
COc1cccc(C(=O)Nc2ccc3c(c2)C(=O)N(C)C[C@H](OC)[C@H](C)CN(C)[C@H](C)CO3)c1	-2.0	.	2.0	-1.1	4.4	3.9	0.0	-0.3
Cc1ccc(N=C2NC(=O)/C(=C/c3cccn3C)S2)cc1	0.6	-3.5	2.4	-5.0	-7.6	-52.8	1.0	.
COc1cccc(Oc2nc(N)ncc2[N+](=O)[O-])c1	-1.6	-4.0	1.2	.	.	-7.8	28.8*	-0.1
CSCCNC(=O)C1(C)CCN1C(=O)c1sccc1C (stereo not given)	.	-5.1	2.8	3.8	-3.7	-6.4	-0.1	4.0
The listing continues:
SMILES	ARNT TACC3 PPI	Casp6 inh	ERp5 block	PglD DTNB	RAD54 inh	RAD52 anneal inh	E-sel inducer	esBAF inh
COc1ccc(CNCCCC(=O)Nc2c(Cl)ccc(C)c2Cl)cc1OC	-1.1	-9.4	-3.6	0.3	-12.5	-0.5	.	-1.4
Cc1cccc(C(=O)NCCCNC(=O)c2ccccn2)c1	-4.4	1.4	-0.6	1.5	-3.9	-9.1	.	-13.9
O=C(Cn1cc(COc2ccc(Cl)c(Cl)c2)nn1)NS(=O)(=O)c1ccccc1OC(F)(F)F	.	2.5	-0.7	-0.4	-6.5	-14.1	.	-5.2
O=C(Nc1cccnc1)c1ccccc1-c1nc(-c2ccccc2F)no1	3.6	-2.3	-1.7	-1.4	12.3	-11.7	.	13.4
COc1ccc(N(CCC(=O)NCCc2ccccc2)S(=O)(=O)c2ccc(C)cc2C)cc1	-4.3	-162.3	2.9	-6.6	-5.2	-2.3	-1.2	77.9*
CCN(C(=O)COC(=O)c1cc(S(=O)(=O)N2CCOCC2)ccc1F)C1CCS(=O)(=O)C1 (stereo not given)	13.6	-3.1	3.6	.	.	-11.7	.	0.4
COc1ccc(C(=O)N2C=Cc3ccccc3C2C#N)cc1 (stereo not given)	.	13.1	3.7	1.5	-4.0	-0.9	.	.
Cn1c(C2CCCN2C(=O)OC(C)(C)C)n[nH]c1=S (stereo not given)	-6.4	.	.	1.3	-7.3	.	.	3.8
CC(C)NC(=O)N(C)C[C@@H]1OCCCC[C@@H](C)Oc2ccc(NC(=O)c3ccccc3)cc2C(=O)N([C@H](C)CO)C[C@@H]1C	-10.8	-2.2	0.2	2.0	-2.2	-3.8	-0.2	.
CCNC(=O)CN1C(=O)NC2(CCOc3ccccc32)C1=O (stereo not given)	-6.2	0.7	-2.1	0.3	5.7	-3.9	0.6	0.5
Cc1c(CC(=O)NCCCC(=O)O)c(=O)oc2c(C)c3oc4c(c3cc12)CCCC4	-9.1	4.7	-1.9	7.7	-1.2	-1.3	.	-4.6
CCOc1ccc(C(=O)NNC(=O)C2CC(=O)N(c3ccc(C)cc3)C2)cc1 (stereo not given)	-2.4	1.2	0.9	-3.3	11.3	-9.5	.	7.1
O=C(Nc1nc2ccccc2[nH]1)Nc1ccccc1F	.	-1.5	2.1	2.0	5.9	-7.2	0.0	22.0
Cc1cccc(/C(N)=N/OC(=O)CCCN2C(=O)c3ccccc3C2=O)c1	-6.7	.	.	-0.6	-6.1	.	.	2.0
CCCc1cc(=O)n2[nH]c(C)c(-c3ccc(OC)cc3)c2n1	10.5	0.1	0.6	-3.1	0.2	-12.6	0.0	1.0
NC(=O)COC(=O)c1cc(=O)[nH]c2ccccc12	-0.8	-3.4	7.1	-2.6	7.5	-1.5	-0.1	-3.5
CCOC(=O)C1CCN(c2cc(=O)n(-c3ccccc3Cl)c(=O)[nH]2)CC1	1.9	.	.	-2.3	5.7	.	.	2.5
CC(Sc1nc2ccccc2[nH]1)C(=O)NC1CCCCC1C (stereo not given)	-6.6	2.1	-3.7	-4.8	-0.8	-15.3	0.2	7.3
CC(C)CN(C(=O)COC(=O)CNC(=O)c1ccc(Cl)cc1)C1CCS(=O)(=O)C1 (stereo not given)	2.7	-0.9	-2.3	.	.	-18.8	.	.
COC(=O)Cn1ncc(N2CC(C)OC(C)C2)c(Cl)c1=O (stereo not given)	-6.2	-0.8	3.1	1.5	-1.7	-5.0	16.9	-3.4
CC(=O)c1cc(C(=O)N2CCc3c([nH]c4ccccc34)C2CC(C)C)[nH]n1 (stereo not given)	14.8	2.9	0.8	.	.	-11.4	.	3.8
CC(C)NC(=O)CCN1C(=O)c2ccccc2Sc2ncccc21	9.6	2.3	-0.1	-0.1	-3.0	1.7	?	-4.0
C[C@@H]1CCCCO[C@H](CN(C)C(=O)Nc2ccc(F)cc2)[C@@H](C)CN([C@@H](C)CO)C(=O)c2cc(NS(=O)(=O)c3cccs3)ccc2O1	.	0.2	-0.8	.	.	-3.5	0.1	.
Cc1cccc(C(C(=O)NC2CCCCC2)N(C(=O)c2csnn2)C2CC2)c1 (stereo not given)	.	-0.9	0.9	-0.3	3.3	10.2	.	.
O=C(/C=C/c1ccco1)N(Cc1cccc(Cl)c1)C1CCS(=O)(=O)C1 (stereo not given)	3.7	4.0	-3.3	.	.	-22.7	0.9	.

4 records drawn at random from the list so far:
SMILES	ARNT TACC3 PPI	Casp6 inh	ERp5 block	PglD DTNB	RAD54 inh	RAD52 anneal inh	E-sel inducer	esBAF inh
CC(Sc1nc2ccccc2[nH]1)C(=O)NC1CCCCC1C (stereo not given)	-6.6	2.1	-3.7	-4.8	-0.8	-15.3	0.2	7.3
CCNC(=O)CN1C(=O)NC2(CCOc3ccccc32)C1=O (stereo not given)	-6.2	0.7	-2.1	0.3	5.7	-3.9	0.6	0.5
CC(=O)c1ccc(NC(=O)CC2Nc3cccc4cccc(c34)NC2=O)cc1 (stereo not given)	0.2	8.8	-1.6	.	.	6.7	.	.
COc1ccc(CNCCCC(=O)Nc2c(Cl)ccc(C)c2Cl)cc1OC	-1.1	-9.4	-3.6	0.3	-12.5	-0.5	.	-1.4

Following part
SMILES	ARNT TACC3 PPI	Casp6 inh	ERp5 block	PglD DTNB	RAD54 inh	RAD52 anneal inh	E-sel inducer	esBAF inh
O=C(O)c1cnn2c(-c3ccc(F)cc3)ccnc12	2.9	3.1	0.8	.	.	1.1	.	.
CCOCCCNCc1ccc(Cl)cc1	4.4	.	.	4.0	13.7	.	.	-2.1
O=C(NCc1ccc2c(c1)OCO2)c1cnc2n(c1=O)CCS2	31.5	-2.8	5.0	-1.6	3.5	-5.3	0.0	-7.1
CN(C)CCCN(C(=O)c1ccc(S(=O)(=O)N2CCOCC2)cc1)c1nc2ccc(F)cc2s1	-2.0	-4.9	3.2	-2.4	6.5	2.9	8.0	2.1
CCn1c(Cc2ccccc2)nnc1SCC(=O)NC(C)(C)C	-4.0	-2.1	3.3	.	.	-19.5	.	.
CCCc1ccc(-c2ccc(-c3noc(-c4ccncc4)n3)cc2)nc1	-17.7	-4.9	0.1	-2.2	5.0	-2.3	.	7.9
C=CCOc1c(Cl)cc(CNn2cn[nH]c2=S)cc1OC	0.1	4.1	-2.6	.	.	-8.6	.	.
CCOC(=O)C1=CCN(S(=O)(=O)c2ccccc2C)C1c1cccc(Cl)c1 (stereo not given)	.	6.6	5.6	.	.	-0.2	-0.1	.

A second format for some results above.
Below each compound: ARNT TACC3 PPI	Casp6 inh	ERp5 block	PglD DTNB	RAD54 inh	RAD52 anneal inh	E-sel inducer	esBAF inh
- CCOCCCNCc1ccc(Cl)cc1
 : 4.4	.	.	4.0	13.7	.	.	-2.1
- O=C(NCc1ccc2c(c1)OCO2)c1cnc2n(c1=O)CCS2
 : 31.5	-2.8	5.0	-1.6	3.5	-5.3	0.0	-7.1
- CN(C)CCCN(C(=O)c1ccc(S(=O)(=O)N2CCOCC2)cc1)c1nc2ccc(F)cc2s1
 : -2.0	-4.9	3.2	-2.4	6.5	2.9	8.0	2.1

Screening results from PubChem BioAssay.
